# Compound activity deposited in PubChem BioAssay by Sanford-Burnham Center for Chemical Genomics.
# mIAP activ = mouse IAP activation; 0.24% of 330,000 active; activation factor at 10 µM; muIAP, CDP-Star luminescence, 30 min; hits give high values; 1 = vehicle-only enzyme signal, 0 = enzyme-free wells;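 active = activation factor of at least 2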; also: the source names both 10 and 20 µM as test concentration; values of inactives mirror those of a sister screen read the other way
#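 System: Mouse IAP enzyme | Also added: CDP-Star substrate | Dosing: Compounds dispensed in DMSO | Schedule: 30 min enzyme-substrate-compound incubation at room temperature | Technique: Chemiluminescence readout | Control set: DMSO-only wells and no-enzyme negative control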
# hIAP block = blocks human intestinal alkaline phosphatase; P09923; purified IAP, CDP-Star luminescence, 30 min; inhibition, % at 10 µM; 0.12% of 330,000 active; AID 2544;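 active = inhibition reaching a set limit with compound at 10 µM in the primary screen, cut at about 35% in these data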;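 also: plate controls were DMSO wells with enzyme for no effect and no-enzyme buffer wells for full effect; values of inactives mirror those of a sister screen read the other way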
# Target sequence (P09923 whole entry, looked up): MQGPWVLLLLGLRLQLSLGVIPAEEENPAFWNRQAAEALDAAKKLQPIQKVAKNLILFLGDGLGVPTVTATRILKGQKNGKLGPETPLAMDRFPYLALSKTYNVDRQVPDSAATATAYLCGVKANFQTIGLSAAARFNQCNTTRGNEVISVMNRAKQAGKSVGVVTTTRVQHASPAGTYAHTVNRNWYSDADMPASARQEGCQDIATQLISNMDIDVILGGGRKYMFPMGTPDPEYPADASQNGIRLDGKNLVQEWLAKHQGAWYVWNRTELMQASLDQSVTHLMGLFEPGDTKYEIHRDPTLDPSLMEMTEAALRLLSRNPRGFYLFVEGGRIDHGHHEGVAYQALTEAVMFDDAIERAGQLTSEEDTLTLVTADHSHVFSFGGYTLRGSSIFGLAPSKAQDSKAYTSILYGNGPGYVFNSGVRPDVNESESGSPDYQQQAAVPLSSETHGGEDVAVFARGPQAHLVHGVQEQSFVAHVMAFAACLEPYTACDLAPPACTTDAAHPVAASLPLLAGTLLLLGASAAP
# APOBEC3A inh = human APOBEC3A DNA deaminase inhibition. recombinant A3A, FAM/TAMRA ssDNA deamination fluorescence. P31941. AID 493011. 0.41% of 330,000 active. inhibition, % at 20 µM;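 active = at least 40% inhibition at 20 µM here, with at most 30% in a related deaminase screen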;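 also: plate controls were A3A with DMSO for no effect and wells lacking A3A enzyme for full effect; some results filed as inactive read as strong as hits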
# tim10-1 inh = tim10-1 yeast growth inhibition; S. cerevisiae tim10-1 ts strain growth, BacTiter-Glo, 24 h; inhibition, % at 20 µM; 2.2% of 330,000 active; AID 463190;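 active = inhibition of at least 40%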;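 also: mutant grown at 25 °C; 0% = DMSO wells with yeast and 100% = wells holding no yeast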
# APOBEC3G inh = blocks human APOBEC3G single-stranded DNA deamination; inhibition, % at 20 µM; 0.28% of 330,000 active; Q9HC16; recombinant A3G, ssDNA deamination FAM/TAMRA fluorescence;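 active = inhibition of at least 40% at 20 µM, with no more than 30% in the related APOBEC3A deaminase screen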;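 also: plate controls were DMSO wells with A3G for no effect and wells lacking A3G enzyme for full effect; some compounds called inactive have numbers as strong as hits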
# Target sequence (Q9HC16 whole entry, looked up): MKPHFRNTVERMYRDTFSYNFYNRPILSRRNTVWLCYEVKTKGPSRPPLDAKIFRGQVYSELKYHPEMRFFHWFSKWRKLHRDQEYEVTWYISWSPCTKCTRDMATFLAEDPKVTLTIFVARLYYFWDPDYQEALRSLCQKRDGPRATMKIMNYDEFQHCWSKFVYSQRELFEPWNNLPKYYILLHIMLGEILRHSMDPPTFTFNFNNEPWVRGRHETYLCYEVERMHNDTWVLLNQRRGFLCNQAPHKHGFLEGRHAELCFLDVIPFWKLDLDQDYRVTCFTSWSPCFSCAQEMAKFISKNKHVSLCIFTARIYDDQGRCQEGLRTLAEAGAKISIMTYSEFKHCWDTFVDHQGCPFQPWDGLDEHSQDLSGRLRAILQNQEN
# NALP3 yeast inh = blocks the NALP3 inflammasome reconstituted in yeast. Yeast reconstituted NLRP3/ASC/caspase-1, beta-gal luminescence, 24 h. inhibition, % at 10 µM. 0.39% of 330,000 active;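 active = inhibition of 50% or more; inactive = inhibition below 50%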;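 also: plate controls were induced DMSO wells for no effect and uninduced yeast grown without galactose for full effect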
# mIAP block = mouse IAP inhibition | purified mouse IAP, CDP-Star luminescence, 30 min | inhibition, % at 10 µM | 0.2% of 330,000 active | AID 2806;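 active = inhibition of at least 40% at 10 µM in the primary screen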;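 also: plate controls were DMSO with enzyme for no effect and no enzyme wells for full effect; values of inactives mirror those of a sister screen read the other way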
# TIM10 inh = growth inhibitors of TIM10 yeast strain | S. cerevisiae TIM10 strain growth, BacTiter-Glo luminescence, 24 h | inhibition, % at 10 µM | 1.4% of 330,000 active;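 active = inhibition of 40% or more at the single tested concentration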;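 also: wild-type TIM10 isogenic control strain grown at permissive 25 °C; 0% = DMSO yeast wells and 100% = minimal medium wells without yeast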
# MIN6 prolif = inducers of beta-cell replication in MIN6 cells. MIN6 cells proliferation, ATPlite luminescence, 48 h; cells starved in 0.2% serum; 100% = growth in 10% serum. proliferation, % at 10 µM. 0.29% of 330,000 active;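 active = compounds whose signal lies at least 3.5 SD above the mean of all wells on their plate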;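 also: 0% = DMSO-treated cells in low-serum medium and 100% = 10% serum control; some compounds called inactive have numbers as strong as hits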
# An asterisk follows results filed as active.
SMILES,mIAP activ,hIAP block,APOBEC3A inh,tim10-1 inh,APOBEC3G inh,NALP3 yeast inh,mIAP block,TIM10 inh,MIN6 prolif
COc1cc(C2NCCC(=O)C2(C)C)cc(OC)c1OC (stereo not given),0.937,-10.2,-1.4,7.5,-8.6,-17.3,6.3,4.0,-1.3
O=C(Nc1cccc2ccccc12)c1nn(C23CC4CC(CC(C4)C2)C3)cc1[N+](=O)[O-],0.876,-0.2,-1.2,40.5*,-9.6,12.4,12.4,40.6*,-5.4
COc1ccc(NS(=O)(=O)c2cccc(C(=O)NNC(=O)c3ccc(NC(C)=O)cc3)c2)cc1,1.01,-6.2,-0.6,-10.5,-2.0,2.8,-0.6,12.3,3.0
CCOc1ccc(-n2c(C)cc(C(=O)CCl)c2C)cc1,1.03,1.3,1.2,16.9,3.6,-84.0,-2.8,31.7,-6.3
CCC(=O)N(Cc1cc2cc(OC)ccc2[nH]c1=O)c1cccc(C)c1,1.08,14.7,-3.0,7.6,-4.2,11.0,-8.4,3.7,-1.5
CCOC(=O)c1cccc(N2C(=O)C3C(C2=O)C2C=CC3C23CC3)c1 (stereo not given),0.935,3.9,-4.7,15.3,-5.6,4.3,6.5,13.2,-3.9
CC(C)CN(C(=O)c1cc([N+](=O)[O-])cc([N+](=O)[O-])c1)C1CCS(=O)(=O)C1 (stereo not given),0.986,-17.6,-3.6,6.9,-6.2,3.6,1.4,4.8,-0.4
CC(C)(C)C1(O)CC(C(F)(F)F)=NN1C(=O)CCc1ccccc1 (stereo not given),1.07,16.5,-2.1,28.1,-3.7,-18.3,-6.9,9.6,-1.9
CSc1nsc(SC)c1C(=O)Nc1ccc(C(C)(C)C)cc1,1,-2.3,-2.3,29.7,-10.6,8.9,-0.3,26.1,-3.9
CN(C)C(=O)CSc1nnc(CCCCCNC(=O)OC(C)(C)C)o1,1.06,-19.0,-4.1,18.2,-6.3,16.4,-5.9,-13.4,0.9
O=S(=O)(Nc1cccc(CCc2ccccn2)c1)c1ccc(Cl)cc1,0.971,-0.6,-0.7,-2.7,-8.3,23.8,2.9,23.3,-0.9
COC(=O)c1ccc(OC(=O)CCS(=O)(=O)c2ccc(C)cc2)cc1,1.02,0.5,9.8,18.5,-8.3,0.1,-1.8,14.0,1.4
COc1ccc(S(=O)(=O)Nc2ccc(F)c(Cl)c2)cc1OC,1.06,8.6,-3.6,11.0,-3.9,9.6,-5.8,10.5,-1.2
CC(=O)Oc1c(Cl)cc(N(C(C)=O)S(=O)(=O)c2ccccc2)c2ccccc12,1.02,-1.7,-2.0,25.8,0.7,7.6,-1.9,36.2,-6.3
COC(=O)[C@H](CCSC)NC(=O)NCCC1=CCCCC1,0.977,14.3,1.1,18.0,-1.7,9.0,2.3,0.1,-0.3
CCCCn1nnc(NC(=S)NC(=O)c2ccc(-c3cccc(Cl)c3Cl)o2)n1,0.74,-18.1,-1.3,24.6,-0.7,27.9,26.0,-23.7,-5.5
CCN1CCN(C(C(=O)NC2CCCC2)c2ccc(Cl)cc2)CC1 (stereo not given),1,9.8,0.6,7.3,-10.3,13.7,-0.1,-35.2,-3.1
CC1CCCC(C)N1C(=O)CN1C(=O)c2ccccc2S1(=O)=O (stereo not given),0.918,-2.1,-3.4,-7.1,-6.2,10.0,8.2,4.7,-2.6
O=C(C(Cc1ccc(Cl)cc1)NS(=O)(=O)c1ccccc1)N1CC[C@@]2(O)CCCC[C@H]2C1 (stereo not given in full),1,6.0,-4.6,6.5,-5.5,-24.6,-0.5,-1.2,-1.0
O=C(COc1ccccc1Cl)c1ccc2c(c1)CCCC2,0.941,6.3,0.5,-15.4,-0.3,27.6,5.9,-17.5,1.3
COCCN(C(=O)COC(=O)c1ccc(C=O)cc1)c1c(N)n(Cc2ccccc2)c(=O)[nH]c1=O,0.949,2.4,-2.9,-10.1,-8.5,-4.2,5.1,4.1,2.8
Cc1cc(C)c(C)c(OCC(=O)NCC2CCCO2)c1 (stereo not given),1.01,19.8,1.6,-17.9,-3.1,13.9,-1.2,5.4,-0.9
O=C(NCC1CCCO1)c1ccc([N+](=O)[O-])o1 (stereo not given),1.02,-0.6,1.0,9.2,-8.4,21.0,-2.1,16.2,-3.2
O=C(COc1c(F)c(F)cc(F)c1F)NNC(=O)CC1CCS(=O)(=O)C1 (stereo not given),0.904,-0.9,-2.0,-15.7,-2.3,10.9,9.6,1.9,-2.9
O=C(NCc1ccccc1F)C1CCCN(c2cnccn2)C1 (stereo not given),1.07,0.9,1.7,-12.7,22.0,7.3,-6.7,2.2,2.8

# The last 5 records of the section above lead into the next.
SMILES,mIAP activ,hIAP block,APOBEC3A inh,tim10-1 inh,APOBEC3G inh,NALP3 yeast inh,mIAP block,TIM10 inh,MIN6 prolif
COCCN(C(=O)COC(=O)c1ccc(C=O)cc1)c1c(N)n(Cc2ccccc2)c(=O)[nH]c1=O,0.949,2.4,-2.9,-10.1,-8.5,-4.2,5.1,4.1,2.8
Cc1cc(C)c(C)c(OCC(=O)NCC2CCCO2)c1 (stereo not given),1.01,19.8,1.6,-17.9,-3.1,13.9,-1.2,5.4,-0.9
O=C(NCC1CCCO1)c1ccc([N+](=O)[O-])o1 (stereo not given),1.02,-0.6,1.0,9.2,-8.4,21.0,-2.1,16.2,-3.2
O=C(COc1c(F)c(F)cc(F)c1F)NNC(=O)CC1CCS(=O)(=O)C1 (stereo not given),0.904,-0.9,-2.0,-15.7,-2.3,10.9,9.6,1.9,-2.9
O=C(NCc1ccccc1F)C1CCCN(c2cnccn2)C1 (stereo not given),1.07,0.9,1.7,-12.7,22.0,7.3,-6.7,2.2,2.8
O=C(Nc1ccc2c(c1)CCC2)c1ccc(F)cc1,1.01,-0.1,0.4,10.5,-2.0,18.0,-1.3,19.1,-2.5
COc1ccc(-n2c(C)nc3c(cnn3-c3ccc(C)c(C)c3)c2=O)cc1,0.948,-2.4,0.3,32.6,-1.3,21.8,5.2,4.7,-1.3
O=C(Nc1ccccc1N1CCCC1)c1ccc(N2CCCC2=O)cc1,0.935,3.7,0.7,21.0,11.9,8.1,6.5,6.7,-2.0
c1ccc2[nH]c(SCCN3CCOCC3)nc2c1,0.998,-10.7,-5.1,17.3,-8.1,5.8,0.2,14.9,1.4
c1ccc2[nH]c(CN3CCCCCC3)nc2c1,0.996,-3.8,-2.3,6.8,-7.0,-2.2,0.4,7.6,-0.6
CCc1ccc(CNC(=O)CCCn2c(=O)c3cccn3c3cccnc32)cc1,0.999,-8.7,4.1,46.3*,16.3,14.2,0.1,12.6,0.2
COC(=O)c1sccc1-n1cccc1C(=O)C(=O)N1CCCCC1,0.935,-8.7,-5.9,3.6,-4.6,-2.6,6.5,-3.9,1.1
O=c1nc(-c2ccccc2)c2cc(Br)ccc2[nH]1,0.973,-0.3,-4.9,-18.7,-5.7,14.8,2.7,2.6,-1.4
COc1ccc2cnn(-c3ccc(OC(F)(F)F)cc3)c(=O)c2c1OC,1.03,-9.6,-2.6,17.9,-10.9,26.9,-3.0,19.6,-2.7
COc1cc(/C=C/C(=O)O)cc(S(=O)(=O)Nc2ccc3[nH]c(=O)[nH]c3c2)c1OC,0.945,3.8,-0.1,-8.3,-5.2,15.2,5.5,23.1,2.6
CCOC(=O)C1CCN(CC(=O)Nc2ccc(S(=O)(=O)N3CCC(C)CC3)cc2)CC1,1.01,-1.4,-3.1,14.1,-4.6,9.5,-1.5,17.8,-0.9
Cn1cnc2c1c(=O)n(Cc1cccc(F)c1)c(=O)n2C,1.12,-11.6,-6.3,0.7,-5.4,15.0,-12.2,-9.0,0.6
COc1cc(/C=C2/SC(=O)N(Cc3ccccc3)C2=O)ccc1OCc1ccncc1,0.93,18.2,-1.9,18.6,2.8,16.2,7.0,16.7,-2.1
Cn1c(=O)c2cc3ccc(Cl)cc3nc2n(C)c1=O,0.857,19.0,-0.2,8.8,-3.3,8.2,14.3,4.9,-1.1
CN(Cc1ccccc1)C(=O)CNC(=O)C12CC3CC(CC(C3)C1)C2,1.11,-0.5,-2.4,22.9,-5.7,-8.1,-11.3,16.2,-0.9
COc1c(F)c(F)c(C(=O)Nc2ccccc2N2CCN(C(=O)C(C)C)CC2)c(F)c1F,1.06,-8.2,10.5,19.2,-7.5,-6.4,-6.0,-8.2,-0.3
CC(CC(=O)Nc1nnc(CC(C)(C)C)s1)c1ccccc1 (stereo not given),0.941,7.9,-1.5,10.2,-3.4,23.1,5.9,3.3,-3.8
C#CCNC(=O)C1=C[C@@H](c2ccc3c(c2)OCO3)C[C@@H](OCc2ccc(CO)cc2)O1,0.95,-3.6,6.8,10.2,-1.9,6.6,5.0,3.4,-0.2
CCCOc1cccc(C(=O)N(Cc2ccc(OC)c(OC)c2)C2CCS(=O)(=O)C2)c1 (stereo not given),0.953,14.3,-1.2,10.6,-3.6,-3.9,4.7,4.2,3.5
O=c1c2c(nc3nc[nH]n13)CCC2,1.07,5.1,0.4,2.3,-5.8,6.6,-7.4,7.4,2.1
O=C(C1=C(O)C(=O)N(Cc2ccccc2)C1c1cccnc1)c1ccco1 (stereo not given),0.886,14.3,-1.3,5.4,-4.4,-2.1,11.4,5.2,-0.3
c1ccc2[nH]c(CSc3nc4ccccc4s3)nc2c1,0.981,-15.2,1.3,32.7,-2.1,59.0*,1.9,67.7*,-4.2
COc1ccc(/C=N/S(=O)(=O)c2ccc(C)cc2)cc1,1.05,-14.8,-3.6,-10.0,-3.5,-2.4,-5.4,-11.3,-2.9
CCSC1=NCCN1S(=O)(=O)c1ccc2ccccc2c1,0.948,4.4,-1.5,20.6,-5.3,17.3,5.2,11.6,0.7
O=S(=O)(Nc1ncccn1)c1ccc(NC(=S)Nc2cccc(Cl)c2)cc1,1.03,-0.9,-2.3,8.3,-4.9,3.6,-3.2,9.5,0.3
SMILES,mIAP activ,hIAP block,APOBEC3A inh,tim10-1 inh,APOBEC3G inh,NALP3 yeast inh,mIAP block,TIM10 inh,MIN6 prolif
C=CC[C@H](CC(=O)N(CCO)Cc1ccccc1)C(=O)N[C@H](COC(=O)[C@@H](CC=C)Cc1ccc(F)cc1)C(C)(C)C,0.921,-23.0,3.1,16.4,0.2,23.9,7.9,1.0,-5.7
O=C(Cc1ccc(Cl)cc1)N1CCN(c2ccccc2)CC1,1.06,-2.7,-5.4,24.2,5.5,10.6,-6.1,-6.1,-2.9
Cc1cccc(NC(=O)CCC2CCN(C(=O)c3ccc(C)s3)CC2)c1,1.12,8.0,1.1,18.3,3.9,18.5,-12.4,22.8,0.9
O=c1[nH]cnc2cc(-c3ccccc3)sc12,0.982,19.8,-1.5,14.5,-8.3,19.2,1.8,7.0,-3.0
O=C(CSc1nnnn1-c1ccccc1)NC1CCCc2ccccc21 (stereo not given),0.961,8.9,-1.6,9.0,-7.7,24.0,3.9,-6.9,1.7
COc1ccc(N2CC(C(=O)NCCN3C(=O)S/C(=C\c4cccnc4)C3=O)CC2=O)c(OC)c1 (stereo not given),1,0.0,14.8,13.9,1.1,8.8,0.0,4.6,3.7
Cc1ccc(S(=O)(=O)Nc2nc(N)n(-c3ccccc3)n2)cc1,0.987,1.8,-2.0,-1.6,-5.2,12.6,1.3,2.8,-4.2
Cc1cccn2c(=O)c3cc(C(=O)NCC4CCCO4)c(=N)n(CC4CCCO4)c3nc12 (stereo not given),0.967,13.0,3.8,10.3,-1.2,17.7,3.3,5.9,0.0
CC(=O)NC12CC3CC(C1)CC(C(=O)Nc1nc4c(C)cccc4s1)(C3)C2,1.01,-14.4,1.7,18.6,-2.9,-3.1,-0.6,9.4,4.4
